# S2 tox = reduces viability in counter-screen for ATXN expression inhibitors; S2 cells (HEK-293 line with an ATXN2-luciferase reporter) viability, CellTiter-Fluor protease fluorescence, 24 h; Potency, µM (doses to about 56.7 µM), actives largely listed as cytotoxic; hit rate 0.49% among 400,000; AID 651635; further: potency means the concentration at half of the fitted maximal effect; nearly all actives have a fitted effect of over 40% in size
# ATXN2 expr inh = ATXN2 expression inhibition; HEK-293 ATXN2-luciferase reporter, luminescence, 24 h; Potency, µM (titrated, usually from 57 µM), for the others: at the highest dose activity change, negative = inhibition, actives largely listed as inhibitors; hit rate 0.72% among 360,000; AID 1745845; further: potency means the concentration at half of the fitted maximal effect; on the % scale 0 is the no-effect control and ±100 the full control effect; nearly all actives have a fitted effect of over 55% in size
#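 qHTS (up to 57 uM final) was run with 24 h compound exposure of reporter cells at 37 °C. Each well was multiplexed: SteadyGlo luminescence measured ATXN2-luciferase expression after a fluorogenic Gly-Phe-AFC viability readout (25 uM final).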
# KB-3-1 cytotox = kills parental KB-3-1 adenocarcinoma cells; hit rate 1.4% among 400,000; Potency, µM (doses to about 46.1 µM), for inactives: at the top dose activity change, negative = cytotoxic, actives largely listed as cytotoxic; KB-3-1 viability, CellTiter-Glo ATP luminescence, 72 h; further: potency means the concentration at half of the fitted maximal effect; on the % scale 0 is the no-effect control and ±100 the full control effect; nearly all actives have a fitted effect of over 60% in size
#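 Parental KB-3-1 adenocarcinoma cells in phenol-red-free DMEM with 10% FBS were pin-treated with compounds at several concentrations, incubated 72 h at 37 °C, and viability read by CellTiter-Glo luminescence; concentration-effect curves were fitted after normalization.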
# MCF10A rereplic = DNA re-replication induction in MCF 10a cells. MCF 10A DNA re-replication, Hoechst nuclear intensity, 48 h. Potency, µM (top dose mostly 46.1 µM), inactives show at the highest dose activity, positive = re-replication, actives largely listed as activators. hit rate 2.9% among 350,000; further: potency means the concentration at half of the fitted maximal effect; % of control where 0% means no effect; nearly all actives have a fitted effect of over 50% in size
# HT1080NT lethal = kills 2HG-producing HT-1080-NT fibrosarcoma cells; HT-1080-NT fibrosarcoma viability, CellTiter-Glo ATP luminescence, 48 h; Potency, µM (series often up to 46.1 µM), for the others: at the highest dose activity, negative = less viability, usual class: cytotoxic; hit rate 1.6% among 360,000; AID 686970;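 further: NT is the 2HG producing partner of a matched IDH1 knockdown line; potency means the concentration at half of the fitted maximal effect; 0% = DMSO-treated cells and -100% = media-only wells without cells; nearly all actives have a fitted effect of over 55% in size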
#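 A 48-hour cytotoxicity screen used HT-1080-NT cells plated 2 hours before compound delivery. ATP-based CellTiter-Glo luminescence measured viability, normalized to DMSO and no-cell controls.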
# HT1080 IDH1KD tx = HT-1080 IDH1 knockdown cell toxicity (counter line); hit rate 2% among 360,000; Potency, µM (highest dose often 46.1 µM), for the others: at the highest dose activity, negative = toxicity, actives largely listed as cytotoxic; HT-1080 IDH1 knockdown viability, ATP luminescence, 48 h;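 further: potency means the concentration at half of the fitted maximal effect; 0% = DMSO wells and -100% = cell-free medium wells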
#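 HT-1080-IDH1KD cells (IDH1 knocked down), 750/well in RPMI with 5% FBS, treated with compound 48 h at 37 degrees C. Viability by CellTiter-Glo luminescence, normalised to DMSO and no-cell wells; concentration-response curves classed.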
# HepG2 tox = kills HepG2 cells in TGF-b inhibitor counter-screen | hit rate 0.76% among 410,000 | HepG2 CAGA-GFP viability, ATP luminescence, 18 h | Potency, µM (highest dose often 46.1 µM), inactives show top-dose activity change, negative = cytotoxicity, actives largely listed as cytotoxic | AID 588856; further: potency means the concentration at half of the fitted maximal effect; some results filed as inactive show a strong effect at the top dose
#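 HepG2 CAGA-GFP cells (1000/well, DMEM with 1% FBS) received compound, then TGF-beta at 500 pg/mL final, and were incubated 18 hours at 37 degrees C. Viability was read by CellTiter-Glo luminescence. Media-only wells were set as complete cell-killing and DMSO as no toxicity.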
# IL-1B inflam inh = blocks inflammasome-driven IL-1 beta release; THP-1 LPS/ATP IL-1B secretion, AlphaLISA, 16 h; active compounds read low; activity change, % at 57.5 µM; hit rate 4.7% among 360,000; AID 743279; in the data active means activity change below about -50%; inconclusive means mostly about -30% to -49%; further: on the % scale 0 is the no-effect control and ±100 the full control effect
#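 Secreted IL-1B measured by AlphaLISA bead assay after 16 h compound exposure of THP-1 cells; compounds (final up to 57.5 uM) added 1 h before LPS (250 ng/mL) and ATP (1.25 mM) stimulation; lower signal means less secretion.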
# SW480 rereplic = inducers of DNA re-replication in SW480 colon cancer cells; hit rate 1.8% among 340,000; AID 624297; SW480 DNA re-replication, Hoechst DNA content imaging, 48 h; Potency, µM (top dose mostly 46.1 µM), inactives show at the highest dose re-replication activation, most hits filed as activators; further: potency means the concentration at half of the fitted maximal effect; % of control where 0% means no effect; nearly all actives have a fitted effect of over 55% in size
#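 Hoechst fluorescence of nuclei (405 nm excitation, 500-530 nm emission) measured by plate-scanning imager after 48 hr compound exposure at 37 C; re-replication scored as increased number of nuclei with elevated intensity.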
# Starred values were filed as active, the others as inactive; i = inactive; ? = inconclusive; / = no result given; & = joins results of further samples; [ ] = dose if it differs, or a comment. Unless noted, the call rests on the fitted dose curve; in most records, active means well fitted curve in the direction sought with a large enough effect; inconclusive means small, poorly fitted or top-dose-only effect, or another doubt; inactive means no such curve, though single readings can be large; an effect the other way counts as inactive or inconclusive.
SMILES,HT1080 IDH1KD tx,HepG2 tox,SW480 rereplic,KB-3-1 cytotox,ATXN2 expr inh,IL-1B inflam inh,HT1080NT lethal,MCF10A rereplic,S2 tox
CC(C)CC(c1nnnn1CC1CCCO1)N1CCN(Cc2ccc3c(c2)OCO3)CC1 (configuration not stated),-2%,-8%,-6%,-13%,-12%,?,-1%,4%,i
COc1ccccc1OCCNC(=O)c1ccc(NC(=O)CC2SC(N3CCCC3)=NC2=O)cc1 (configuration not stated),13%,1%,-5%,?,4%,8,11%,13%,i
CC(=O)Nc1ccc(S(=O)(=O)N[C@@H](C)C(=O)OCc2ccc(Cl)cc2)cc1,6%,-9%,-49%[inhibitor],1%,1%,0,14%,-48%[inhibitor],i
CC(C)(C)OC(=O)C[C@@H]1C/C=C\C[C@H](CC(=O)NCCO)C(=O)NC[C@@H](c2ccccc2)OC1=O,13%,6%,-7%,-7%,7%,17,17%,1%,i
CN(C)CCCCCNCCCNC(=O)/C=N\O,7%[9.24 µM],5%,-5%,12%,3%,4,1%,-3%,i
Cc1cc(=O)n(CC(=O)NC(C)c2ccccc2)c2c1c(C)nn2-c1cccc(F)c1 (configuration not stated),/,-6%,/,4%,7%,/,/,/,i
COc1cc(C(c2c(C)[nH][nH]c2=O)c2c(C)[nH][nH]c2=O)ccc1OC(=O)c1cccc([N+](=O)[O-])c1,7%,-11%,-11%,15%,0%,-13,9%,-4%,i
CC1CCCN(C(=O)c2ccc(OC3CCN(CCc4ccccc4)CC3)cc2)C1 (configuration not stated),-1%,-10%,?,-8%,/,-6,-5%,?,?
OCCN(CCO)c1nc(-c2ccccc2)nc2c1oc1ccccc12,2%,1%,-5%,3%,/,-25,2%,-3%,i
Cc1cc(C)n2nc(Nc3ccccc3)cc2n1,-15%,-20%,10%,-6%,38%,26,5%,-1%,i
CCOc1ccc(C(=O)NCCCN2CCCC2=O)cc1,14%,1%,-6%,-1%,10%,13,12%,-3%,i
COC(=O)C1CCN(C(=O)Cc2c(OC)ccc3cc(Br)ccc23)CC1,3%,7%,-6%,13%,/,33,0%,2%,?
COc1ccc(-n2ncc3c2CC(C)(C)CC3NC(=O)CCCN2CCCC2=O)cc1 (configuration not stated),?,3%,-22%,19%,-2%,14,?,-1%,i
O/N=C(\c1ccc(Cl)cc1)c1cc2ccccc2o1,?,-82%,-2%,1%,-27%,-12,-29%,1%,?
O=C1Nc2ccccc2C1=O,2%,-16%,-46%[inhibitor],0%,-5%,7,0%,10%,i
Cc1ccc(CN2CCN(Cc3cn[nH]c3-c3cccc(F)c3)CC2CCO)o1 (configuration not stated),1%,9%,0%,8%,-8%,36,-6%,-21%,i
C[C@@H]1CCC(=O)N(CC[C@H](Sc2ccc(Br)cc2)c2ccccc2)CC1,?,-92%&-101%,16%,?,?,-71*,?,-33%[inhibitor],?
COc1cc(C(=O)Oc2ccccc2/C=N/NC(=O)c2ccc(Cl)cc2Cl)cc(OC)c1OC,?,-20%,?,-25%,?,79,?,?,i
CCOc1ccc(NC(=O)Nc2cccn(Cc3ccccc3)c2=O)cc1,?,-8%,10%,?,-13%,-74*,?,17%,?
CCN(CC)CCNC(=O)C(=O)Nc1ccc(C(=O)OC)cc1,4%,2%,1%,-1%,/,28,5%,-2%,i
CCOC(=O)N1CCN(c2c(N3CCN(c4cccc(C(F)(F)F)c4)CC3)c(=O)c2=O)CC1,-1%,0%,-8%,3%,-10%,-28,8%,15%,i
O=C(Nc1ccc(F)cc1)c1cccc(NC(=O)C2C3CC4OC(=O)C2C4C3)c1 (configuration not stated),-7%,-4%,-6%,21%,10%,-18,0%,-1%,i
CCOc1ccc(-n2cc(-c3ccccc3)c3c(=O)[nH]cnc32)cc1,-23%,3%,1%,1%,13%,-67*,-23%,14%,i
CCc1ccc(C(=O)COC(=O)c2cnc(C)cn2)cc1,6%,5%,-7%,1%,7%,5,-2%,0%,i
CN(c1ccc(C(=O)N2CCOCC2)cc1)S(C)(=O)=O,1%,-5%,5%,?,1%,2,-2%,?,i
COc1ccc(-c2cc3nc(-c4ccccc4)cc(N4CCC5(CC4)OCCO5)n3n2)cc1,3%,-41%,23µM*,3%,-12%,-6,-10%,20%,i
S=C(NCc1ccc(Cl)cc1)NN1CCOCC1,4%,-11%,0%,5%,-20%,21,9%,-1%,i
CN1CCN(C(=O)CCC(=O)NCc2ccc(F)cc2)CC1,4%,1%,1%,2%,/,10,3%,16%,i
CCS(=O)(=O)Nc1ccc(Cc2ccc(NS(=O)(=O)CC)cc2)cc1,-17%,-32%,-11%,-6%,-6%,-14,-29%,4%,i
COc1ccccc1NC(=O)CS(=O)(=O)c1cn(CC(=O)N2CCCC2)c2ccccc12,-11%,-7%,-29%,12%,4%,i,5%,-10%,i
CC(C)(C)NC(=O)c1nc2nc(-c3ccccc3)cc(C(F)(F)F)n2n1,4%,0%,0%,7%,2%,-22,12%,-8%,i
Cc1cccc(OCc2nnc(SCC(=O)Nc3ccc(C)c(Cl)c3)o2)c1,3%,-27%,0%,0%,-15%,9,1%,-1%,i
O=C(N1CCOCC1)N1CCC(n2nnc3ccccc32)CC1,4%,5%,-7%,-1%,13%,8,-1%,11%,i
O=C(NCCc1ccccc1)C1CCN(Cc2cccc3ccccc23)CC1,-30%,4%,5%,-25%,-25%,-51*,?,1%,i
O=S(=O)(c1ccc(Cl)cc1)N1CCCN(c2nc3ccc(Cl)cc3s2)CC1,8%,23%,-4%,-6%,4%,21,3%,7%,i
O=C(COC(=O)CNC(=O)c1cccc(OC(F)F)c1)NCc1ccc2c(c1)OCO2,-2%,-18%,3%,5%,/,10,12%,-5%,i
CCC1CCCCN1C(=S)NCc1ccccc1 (configuration not stated),8%,-11%,-2%,-2%,3%,3,3%,0%,i
Cc1cccc([C@@H]2[C@@H]3C(=O)N(Cc4ccccc4)C(=O)[C@@H]3[C@]3(C)C(=O)N(c4ccc(C(F)(F)F)cc4)C(=O)N23)c1,-14%,10%,6%,?,-20%,?,?,4%,?
COc1ccc(-c2cc(C(F)(F)F)nc(SCC(=O)NCc3cnn(C)c3C)n2)cc1OC,-7%,19%,14%,?,-5%,1,6%,-1%,i
Cc1cccc(N2CCN(CC(O)COc3ccccc3Cl)CC2)c1 (configuration not stated),-4%,-26%,22%,-1%,/,0,-2%,7%,i
COc1ccc(-n2c(=O)c(NC(=O)c3ccccc3)c3n(c2=S)CCCCC3)cc1,9%,11%,-9%,?,/,-19,4%,-7%,i
Cc1ccccc1-n1c(SCc2c(C)noc2C)nnc1-c1cccnc1,16%,5%,3%,-1%,3%,0,6%,-8%,i
CC(OC(=O)c1ccccc1NCc1ccco1)C(=O)Nc1ncc(Cl)cc1Cl (configuration not stated),-6%,-12%,-4%,8%,-9%,-10,-4%,-2%,i
CCc1cccc(NC(=O)CCS(=O)(=O)c2ccc(Br)cc2)c1,9%,-11%,?,0%,/,23,13%,?,/
COc1ccc(NC(=O)CCc2c(C)nn(-c3ccc(N4CCOCC4)nn3)c2C)cc1,-1%,3%,-24%,12%,22%,0,-3%,2%,i
CCc1cccc(CC)c1NC(=S)NCc1ccc2c(c1)OCO2,-2%,-17%,-1%,-9%,-23%,-10,-2%,-1%,i
CCOCN(C(=O)Cn1c(C(C)O)nc2ccccc21)c1c(C)cccc1CC (configuration not stated),1%,14%,0%,14%,2%,3,-8%,1%,i
Cc1ccc(NC(=O)CNC(=O)Cn2cnc3sc(C)c(C)c3c2=O)cc1F,1%,-2%,10%,4%,6%,2,-15%,4%,i
CC(C)NS(=O)(=O)c1ccc(NC(=S)NC(=O)c2ccc(-c3ccccc3)cc2)cc1,-28%,-31%,?,?,-27%,27,?,?,?
COc1ccccc1NC(=O)CSc1nc(SC)ns1,0%,20%,-10%,24%,45%[activator],30,-18%,12%,i
COc1ccc(CNC(=O)C(C)n2nc(C)c3c(C)n(-c4ccccc4)nc3c2=O)c(OC)c1 (configuration not stated),-2%,-19%&11%,23%,-18%&-13%,-12%&-22%,?,-3%,0%,i
CCCc1nc2ccc(C(=O)OC)cn2c1Cc1ccc(C)cc1,-21%,-39%,/,0%,0%,17,?,/,?
CC(C)[C@H](NC(=O)C1CCN(S(=O)(=O)c2ccccc2)CC1)C(=O)NCc1ccccn1,8%,2%,?,12%,-4%,11,5%,-1%,i
O=[N+]([O-])c1ccc(S(=O)(=O)NCC(c2ccco2)N2CCc3ccccc3C2)cc1 (configuration not stated),0%,0%,-2%,0%,-5%,-3,-1%,11%,i
COc1cccc(OCC(=O)N2CCC3(CC2)CC(=O)c2ccccc2O3)c1,2%,0%,-5%,-3%,-1%,-12,-3%,8%,i
O=C(Cc1ccc(-n2c(=O)c3ccccc3n(CC(=O)Nc3ccc(F)cc3F)c2=O)cc1)NCc1ccco1,6%,0%,?,4%,7%,38,4%,-1%,i

# Quoted from the listing.
# Reading of `O=C(NCCc1ccccc1)C1CCN(Cc2cccc3ccccc23)CC1` in SW480 rereplic: 5%
# Reading of `CCCc1nc2ccc(C(=O)OC)cn2c1Cc1ccc(C)cc1` in HT1080 IDH1KD tx: -21%

# Screens deposited in PubChem BioAssay by National Center for Advancing Translational Sciences (NCATS).
